Runt-CBFb FRET – blocks binding of human RUNX1 Runt domain to CBFb; inhibition, % at 20 µM; 220,000 tested, 0.46% active; Cerulean-Runt/Venus-CBFb FRET ratio 530/480, 1 h; Q01196+Q13951; AID 1496;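 active = inhibition over about 50% at 20 µM in the single-dose screen, limit read from the data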;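 also: 0% = DMSO wells and 100% = excess unlabeled CBFb competitor control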
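Assay system: Cerulean-Runt domain fusion protein, energy donor; Signal: fluorescence energy transfer, 422 nm excitation, 530/480 nm emission; Timing: 1 h compound exposure, room temperature; Control set: unlabeled CBFb; Medium: Tris buffer pH 7.5 with salts and BSA; Compound: single test concentration of 20 µM, 1% DMSO final; Probe or stimulus: Venus-CBFb 100 nM.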
S1P4 antag – antagonists of human S1P4 receptor | S1P4-expressing cells, antagonist mode, reporter read-out | O95977 | inhibition, % at 4.98 µM | AID 1510 | 220,000 tested, 0.26% active; in the data active = inhibition above about 29%;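 also: 0% = wells stimulated with agonist and 100% = vehicle wells without agonist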
Target sequence (O95977 whole entry, looked up): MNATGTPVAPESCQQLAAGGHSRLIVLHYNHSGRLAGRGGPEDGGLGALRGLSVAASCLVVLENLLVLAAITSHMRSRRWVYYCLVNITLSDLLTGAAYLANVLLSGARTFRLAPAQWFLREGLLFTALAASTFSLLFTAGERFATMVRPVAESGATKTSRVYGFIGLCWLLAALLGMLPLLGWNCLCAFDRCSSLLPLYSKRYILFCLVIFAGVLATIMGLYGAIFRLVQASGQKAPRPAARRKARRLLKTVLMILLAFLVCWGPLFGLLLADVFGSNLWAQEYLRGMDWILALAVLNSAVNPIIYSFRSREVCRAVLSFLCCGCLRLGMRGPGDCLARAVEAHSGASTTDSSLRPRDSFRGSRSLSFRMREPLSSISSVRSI
NPY-Y1 PAM-ag – potentiates or activates human NPY-Y1 receptor. NPY-Y1 expressing cells, potentiator/agonist activation. P25929. activation, % at 3.6 µM. 220,000 tested, 0.37% active. AID 1304; in the data active = activation above about 33%, passing the limit was not always enough;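 also: cells stimulated with NPY at EC10 then isoproterenol at EC100; 0% = low agonist plus stimulus and 100% = saturating agonist plus stimulus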
Ba/F3 V617F tox – lowers viability of Ba/F3 cells expressing EpoR and JAK2V617F; inhibition, % at 5.6 µM; AID 1446; 220,000 tested, 1.1% active; ATP luminescence;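 active = inhibition above the campaign mean plus 3 SD over all tested compounds, cut at about 24% in these data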;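 also: cytokine-independent growth of Ba/F3 cells driven by EpoR plus mutant JAK2; 0% = DMSO-treated cells and 100% = JAK inhibitor I control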
BaF3 tox – counter-screen for JAK2V617F inhibitors: parental Ba/F3 viability inhibitors | CellTiter-Glo ATP luminescence | inhibition, % at 5.6 µM | 220,000 tested, 1.1% active | AID 1486;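 active = inhibition above a per-campaign cutoff, the mean inhibition of all tested compounds plus 3 SD, cut at about 27% in these data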;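 also: 0% = DMSO wells and 100% = JAK Inhibitor I control wells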
S1P4 agonist – activates the human S1P4 receptor; activation, % at 4.98 µM; 220,000 tested, 0.35% active; AID 1509; S1P4-expressing cell line, agonist reporter assay; O95977; in the data active = activation above about 11%;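 also: 0% = DMSO vehicle and 100% = reference agonist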
RBBP9 inh – blocks human serine hydrolase RBBP9. recombinant RBBP9, FP-Rh probe fluorescence polarization. 220,000 tested, 0.2% active. O75884. inhibition, % at 7.94 µM;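 active = inhibition above the campaign mean of all tested compounds plus 3 SD, cut at about 14% in these data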;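 also: plate controls were DMSO wells with RBBP9 for no effect and wells lacking RBBP9 protein for full effect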
Target sequence (O75884 whole entry, looked up): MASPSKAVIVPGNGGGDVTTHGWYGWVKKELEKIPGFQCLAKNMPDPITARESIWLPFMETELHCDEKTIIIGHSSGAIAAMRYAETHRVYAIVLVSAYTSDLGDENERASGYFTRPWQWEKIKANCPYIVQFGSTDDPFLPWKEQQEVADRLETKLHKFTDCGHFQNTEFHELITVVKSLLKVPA
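Test system – recombinant human RBBP9 · Input – RBBP9 2.5 µM in dispensing solution, pre-mixing · Medium – Tris buffer pH 8.0, NaCl, Pluronic · Schedule – preincubation 30 min plus labeling 45 min at 25 °C · Measured by – fluorescence polarization · Measure – % inhibition · Controls – DMSO and no-protein wells · Replicates – one well per compound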
NPY2 pot ag – human NPY-Y2 potentiation or agonism, primary screen | AID 1359 | 220,000 tested, 0.45% active | activation, % at 3.6 µM | cells expressing NPY-Y2, potentiator/agonist read-out; in the data active = activation above about 27%;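 also: cells stimulated with NPY near EC25 plus isoproterenol at EC100; 0% = vehicle plus submaximal agonist and 100% = vehicle plus saturating agonist; some results beyond the cut were filed as inactive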
Target sequence (P49146 whole entry, looked up): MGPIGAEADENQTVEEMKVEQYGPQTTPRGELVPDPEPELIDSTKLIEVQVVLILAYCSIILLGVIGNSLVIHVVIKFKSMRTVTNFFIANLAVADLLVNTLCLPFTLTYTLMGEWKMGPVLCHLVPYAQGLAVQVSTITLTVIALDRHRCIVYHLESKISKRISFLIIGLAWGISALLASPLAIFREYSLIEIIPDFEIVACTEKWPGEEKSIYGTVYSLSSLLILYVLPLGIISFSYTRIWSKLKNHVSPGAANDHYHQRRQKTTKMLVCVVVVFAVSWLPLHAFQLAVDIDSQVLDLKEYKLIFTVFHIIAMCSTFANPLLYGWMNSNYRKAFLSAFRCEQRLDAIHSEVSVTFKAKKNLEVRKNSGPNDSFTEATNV
NPY Y1 blocker – blocks the human neuropeptide Y Y1 receptor. 200,000 tested, 1% active. inhibition, % at 3.6 µM. P25929. HEK293-CNG Y1 cells, membrane potential fluorescence; NPY at EC95, then isoproterenol. AID 1040;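 active = inhibition above the campaign mean inhibition of all tested compounds plus 3 SD, cut at about 20% in these data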;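 also: 0% = DMSO wells given NPY plus isoproterenol and 100% = isoproterenol alone without NPY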
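Material: HEK293 cells with Y1 receptor plus CNG channel; times: compound incubation 1 h at room temperature, readout 45 min post-stimulation; signal: fluorescence, membrane potential probe; read-out basis: fluorescence ratio normalized to % inhibition between controls; benchmarks: full-block control isoproterenol-only wells, zero-block control NPY plus isoproterenol wells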
* marks the source's active call; other numbers are inactive results; nt = not tested or not shown; & = joins results of further samples.

SMILES	Runt-CBFb FRET	S1P4 antag	NPY-Y1 PAM-ag	Ba/F3 V617F tox	BaF3 tox	S1P4 agonist	RBBP9 inh	NPY2 pot ag	NPY Y1 blocker
O=C1CN=C(c2ccc(F)cc2)c2oc3ccccc3c2N1	-3	-1	14	1	5	0.3	-4	9	1
C=C(CC1CC(O)[C@]2(C)OC3CC4OC5C[C@]6(C)O[C@]7(C)CCC8OC9C[C@]%10(C)OC%11C(C)=CC(=O)OC%11CC%10OC9C[C@@H](C)C8OC7CC6O[C@]5(C)C/C=C\C4OC3CC2O1)C(=O)O (stereo partly specified)	-3	15	2	3	-5	0.8	-6	-21	4
c1ccc2oc(N3CCNCC3)nc2c1	-2	-1	15	0	0	1.6	-5	-14	3
Cc1cccc(N2C(=O)NC(=O)/C(=C\c3ccc4c(c3)CCCN4Cc3ccccc3)C2=O)c1	-1	-25	-19	4	9	1.7	-18	0	5
CCCCN1CCC(O)(c2ccccc2)C(C(=O)c2ccccc2)C1 (stereo unspecified)	-3	-7	-4	-3	4	-0.8	-2	8	2
CC[N+](C)(CC)CCCCOc1ccc2c(c1)C(=O)c1cc(OCCCC[N+](C)(CC)CC)ccc1-2	-4	-16	-7	7	0	0.6	-9	-10	nt
O=c1[nH]c(=O)n(Cc2ccc(F)cc2)c(O)c1C=NCCCn1ccnc1	0	-24	-12	-1	3	1.1	-5	18	4
CCCCn1c(=O)c(C(=O)Nc2ccsc2C(=O)OC)c(O)c2ccccc21	-3	-11	10	-5	2	0.9	-3	4	2
COc1cccc(CCNCc2cccc(C(F)(F)F)c2)c1	-1	-10	-12	2	0	-0.9	-4	-22	9
O=C(c1ccc(Cl)cc1)C12CN3CN(CN(C3)C1)C2	-1	-3	-14	-1	4	1.4	1	13	0
C[C@]12CCC(=O)C[C@@H]1CC[C@@H]1[C@@H]2CC[C@@]2(C)[C@H]1CC[C@]2(C)O	0	7	7	-2	-7	0.4	-1	-2	8
Cc1cccc(N2C(=O)NC(=O)/C(=C/c3ccc(N4CCOCC4)cc3)C2=O)c1	3	4	-7	0	6	-0.7	-8	-2	3
CCc1ccc(OCCCN=C(C)c2c(O)n(C)c(=O)n(C)c2=O)cc1	-3	-5	-26	-6	3	0.7	-1	-2	-5
Cc1cccc(OCC(=O)N2CCN(Cc3ccc4c(c3)OCO4)CC2)c1	4	-1	-8	-1	8	0.4	-2	-16	-4
Cn1c(O)c(C=Nc2ccccc2-c2ccccc2)c(=O)n(C)c1=O	-3	-10	-24	-4	-2	2.4	-5	-15	nt
O=P1(Oc2ccccc2)OCCCS1 (stereo unspecified)	0	-1	-7	3	0	1.4	-4	-16	nt
Cc1c(C=O)c2ccccc2n1Cc1ccc([N+](=O)[O-])cc1	-2	-21	-38	3	6	1.5	6	-11	4
COc1ccc(P2(=O)Nc3ccccc3N2)cc1	nt	-3	3	7	15	2.1	-5	-12	0
O=c1c2ccccc2nc(-c2ccc(Cl)cc2Cl)n1-c1nccs1	0	-1	-3	-1	5	2.1	5	5	-7
O=c1[nH]c(=O)n(C2CCCCC2)c(O)c1C1NCCc2ccccc21 (stereo unspecified)	3	-16	7	-1	5	0.5	-8	6	-2
Cc1ccc(-n2c(C)cc(/C=C3/C(=O)NC(=O)N(Cc4ccco4)C3=O)c2C)cc1	6	-7	-9	4	6	-1.4	-10	9	0
C=CCn1c(O)c(C(CC)=Nc2ccc(N(C)C)cc2)c(=O)[nH]c1=O	22	8	-3	-1	0	-1.4	11	25	nt
CC1CN(O)C2CCc3nonc3C12O (stereo unspecified)	2	-3	9	-3	0	-2.9	-11	5	-9
O=C(CN1CCCCC1)c1ccccc1Cl	0	-10	-9	-1	3	0.8	-3	2	0
CCN1CCC2(CCNC2)C1 (stereo unspecified)	-3	-18	-16	0	-1	-0.8	-4	-20	1
Cc1ccc(-n2c(O)c(C=Nc3ccccc3N)c(=O)[nH]c2=O)cc1C	-2	-10	10	1	4	-0.6	-8	9	2
CCCCn1c(O)c(C(CC)=Nc2ccc(OCC)cc2)c(=O)[nH]c1=O	0	0	-9	2	2	0.7	-5	-15	10
CC(C)C[C@H]1C(=O)N2CCCC2[C@]2(O)O[C@](NC(=O)[C@@H]3C=C4c5cccc6[nH]cc(c56)CC4N(C)C3)(C(C)C)C(=O)N12 (stereo partly specified)	-84	-18	-9	-1	5	-1.8	-4	-2	-3
CCOc1ccc(N2C(=O)NC(=O)/C(=C\c3ccccc3[N+](=O)[O-])C2=O)cc1	2	8	6	-3	0	1.9	-11	3	nt
CN(C)CC1CSCCC1(O)c1ccc(C(F)(F)F)cc1 (stereo unspecified)	-1	-18	-30	0	10	-1.1	3	3	0
O=c1[nH]c(=O)n(CCC2=CCCCC2)c(O)c1C=NCCN1CCNCC1	-2	-1	-3	-1	1	1.1	-3	15	-7
CN1CCN(C(=S)SCC(=O)Nc2ccc(Cl)cc2C(=O)c2ccccc2)CC1	-2	-15	-25	1	3	-1.7	-5	-15	8
Cn1c[n+](C)cc1C(O)c1ccccc1 (stereo unspecified)	0&-19	-10&-13	13&1	-2&1	4&3	1.8&0.5	-4&-9	0&-8	0&-2
CCN1CCN(CC(=O)c2c(C)n(Cc3ccccc3)c3ccc(OC)cc23)CC1	0	-20	-49	-2	0	-4.4	-2	-15	5
CC12CN3CC(C)(CN(C1)C31CCSCC1)C2=O	0	-11	11	-4	1	1.2	-3	1	-5
COP(=O)(CC(=O)O)c1ccccc1 (stereo unspecified)	-1	-9	26	-3	1	2.3	8	6	2
CCCCS(=O)(=O)N1CCN(C(=N)N[N+](=O)[O-])CC1	0	-9	12	0	-2	-0.6	-2	4	0
CCN(CC)c1ccc(N=Cc2c(O)n(Cc3ccco3)c(=O)[nH]c2=O)cc1	-130	6	16	-3	-2	-0.9	9	1	nt
O=C1NC(=O)C2(C(=O)N1)C(c1ccc(F)cc1)NC(=S)NC2c1ccc(F)cc1 (stereo unspecified)	4	-8	5	-5	0	-0.3	-10	10	0
COc1ccc(C(=O)C2CCCN(Cc3ccccn3)C2)c(OC)c1 (stereo unspecified)	nt	-10	4	-4	2	0.7	-8	-6	9
Nc1nc(SCCC(F)=C(F)F)n[nH]1	1	-13	-10	0	5	-0.9	-3	-4	-2
O=C(Cc1ccccc1)N1CCN(Cc2cccc(Br)c2)CC1	2	-12	7	-1	-9	1.0	5	-11	nt
Cc1ccc(-c2nn(Cc3ccccc3)cc2C=O)cc1C	-3	-30	36	1	4	0.8	-5	7	0
Cc1ccc(CN2C(=O)CN=C(c3ccccc3)c3ccccc32)cc1	1	-2	-4	2	3	0.3	-4	11	0
CC(=NCCC(c1ccccc1)c1ccccc1)c1c(O)n(C)c(=O)n(C)c1=O	-3	-6	4	-3	0	0.0	-2	2	-1
COc1ccc(C(=O)c2nc3ccccc3n2C(C)C)cc1	-2	4	-8	3	3	-1.7	-4	-13	-3
Cc1cccc(NC(=O)C(C)N2CC=C(c3ccccc3)CC2)c1 (stereo unspecified)	0	-7	-12	2	0	1.8	-5	-17	5
C/C(CC(c1ccccc1)c1c(O)c2ccccc2oc1=O)=N\Nc1ccc([N+](=O)[O-])cc1[N+](=O)[O-] (stereo unspecified)	-2	12	-2	-4	0	0.4	7	0	nt
Cc1oc(-c2ccccc2)nc1CN1C(=O)C(C)N=C(c2ccccc2F)c2cc(Cl)ccc21 (stereo unspecified)	-3	2	-15	-1	5	1.4	-8	-8	6
CCC(C)n1c(O)c(/C=N/Nc2ccccc2)c(=O)[nH]c1=S (stereo unspecified)	13	-11	-2	-1	2	-0.1	-4	-2	-1
COc1ccc(C)cc1NC1=NC(C)(C)CS1	-2	-10	10	0	10	-0.2	6	9	2
CC(=O)Nc1ccc(OC(=O)N(C)c2ccccc2)cc1	0	19	24	-1	2	0.9	-17	3	3
COc1ccc(OCC(=O)N2CCN(Cc3c[nH]c4ccccc34)CC2)cc1	-4	-20	-1	0	0	-1.2	0	4	5
CCC(=NCC1CCCO1)c1c(O)n(-c2ccccc2C)c(=O)[nH]c1=O (stereo unspecified)	1	6	-10	-5	6	93*	-1	-2	nt
Cc1ccc(N2C(=O)NC(=O)/C(=C\C=C\c3ccco3)C2=O)cc1	11	8	-21	2	0	0.9	-1	2	nt
CC(=O)c1c(O)n(-c2cccc(Cl)c2)c(=O)[nH]c1=O (tested in a mixture with another compound)	2	10	-5	-4	-4	-0.2	-3	-17	nt
CCCCn1c(NC(=O)c2ccc(Br)o2)c(C(=O)OCC)c2nc3ccccc3nc21	1	2	-5	1	0	1.2	-2	8	2
CN(C)C(CNC(=O)Cc1c(Cl)cccc1Cl)c1ccccc1 (stereo unspecified)	-3	-8	-9	-1	-3	1.9	5	-6	0
Cc1ccccc1-n1c(-c2ccco2)nc2ccccc2c1=O	-1	2	13	-2	2	1.3	6	0	-2
O=C(O)CCn1cc(C=C2C(=O)NC(=S)NC2=O)c(-c2ccccc2)n1	26	5	-7	0	4	-0.9	-5	-5	5

Structural class, the entries above containing a nitro group on carbon
SMILES	Runt-CBFb FRET	S1P4 antag	NPY-Y1 PAM-ag	Ba/F3 V617F tox	BaF3 tox	S1P4 agonist	RBBP9 inh	NPY2 pot ag	NPY Y1 blocker
Cc1c(C=O)c2ccccc2n1Cc1ccc([N+](=O)[O-])cc1	-2	-21	-38	3	6	1.5	6	-11	4
CCOc1ccc(N2C(=O)NC(=O)/C(=C\c3ccccc3[N+](=O)[O-])C2=O)cc1	2	8	6	-3	0	1.9	-11	3	nt
C/C(CC(c1ccccc1)c1c(O)c2ccccc2oc1=O)=N\Nc1ccc([N+](=O)[O-])cc1[N+](=O)[O-] (stereo unspecified)	-2	12	-2	-4	0	0.4	7	0	nt

Remaining list, next part
SMILES	Runt-CBFb FRET	S1P4 antag	NPY-Y1 PAM-ag	Ba/F3 V617F tox	BaF3 tox	S1P4 agonist	RBBP9 inh	NPY2 pot ag	NPY Y1 blocker
O=c1[nH]c2ccccc2o1	0	-6	-15	1	3	-3.9	-8	1	-2
O=C(O)C(Cc1cnc[nH]1)NS(=O)(=O)c1ccc(Cl)cc1 (stereo unspecified)	0	-3	-31	5	8	-0.7	-2	2	-2
Cc1cccc(-n2c(O)c(/C=N/Nc3nc4c(c(=O)n(C)c(=O)n4C)n3C)c(=O)[nH]c2=S)c1	-12	-7	3	0	8	4.8	-7	2	5
O=c1[nH]c(=O)n(C2CCCCCC2)c(O)c1C=NCCCN1CCOCC1	0	-19	1	4	2	0.1	-7	4	-7
Cc1cccc(-n2c(O)c(C=Nc3ccc(Br)cn3)c(=O)[nH]c2=O)c1	nt	-1	-2	1	3	0.6	-10	7	-2
Cc1ncc(CN2CCCC(C(=O)c3cccc(OC(C)C)c3)C2)s1 (stereo unspecified)	-2	11	6	-1	5	1.7	-4	10	13
CNC(=O)OCCc1nccn1C	0	0	7	-3	-1	0.2	6	2	-2

Compound activity: PubChem, several laboratories

The list is partial, so the mix of outcomes need not match the whole.
